H1N1 NS1A inhibition: H1N1 influenza NS1A inhibitors, functional cell based assay (AID 504329) | inhibition, % at 12.5 µM, or IC50 in µM where a hit was titrated | NS1A functional cell-based assay, percent inhibition; higher % means a stronger effect | 340,000 tested, 0.3% active; in the data active means a potency from the dose series; inconclusive means inhibition above about 27% without an active follow-up result; further: strong numbers were not always called active
M. tuberculosis HTS: M. tuberculosis growth inhibition, HTS (AID 449762) | M. tuberculosis H37Rv growth inhibition, 7H9 media; higher % means a stronger effect | inhibition, % at 25 µM; hits with a dose series show IC50 in µM | 330,000 tested, 0.59% active; in the data active means a potency from the dose series; inconclusive means inhibition above about 70% without an active follow-up result;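 further: bacterial growth assessed after seven days of incubation; strong numbers were not always called active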
Salmonella PhoP GFP: PhoP regulon inhibitors, Salmonella typhi PhoP promoter GFP reporter, confirmatory (AID 1850). inhibition, % at 50 µM; hits with a dose series show IC50 in µM. Salmonella Typhi PhoP-promoter GFP reporter, fluorescence, 4 h; higher % means a stronger effect. 310,000 tested, 0.33% active; in the data active means a potency from the dose series; inconclusive means inhibition mostly from about 25% at the one dose, without a potency; inactive means the rest, 99 in 100 with inhibition below about 19%;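 further: 0% = induced wells with vehicle and 100% = uninduced wells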
tuberculosis growth: growth inhibition of non-replicating M. tuberculosis (AID 488890); Mycobacterium tuberculosis non-replicating, growth inhibition; higher % means a stronger effect; inhibition, % at 25 µM; hits with a dose series show IC50 in µM; 320,000 tested, 0.39% active; in the data active means a potency from the dose series; inconclusive means inhibition mostly from about 82% at the one dose, without a potency; inactive means the rest, 99 in 100 with inhibition below about 76%;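 further: plate controls were DMSO cells for no effect and high antibiotic wells for full effect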
VEEV TC-83 Vero: inhibitors of VEEV TC-83 cytopathic effect, confirmation, Vero cells (AID 588727); inhibition, % at 20 µM; hits with a dose series show IC50 in µM; 350,000 tested, 0.13% active; Vero cells, VEEV TC-83 cytopathic effect inhibition; higher % means a stronger effect; in the data active means a potency from the dose series; inconclusive means inhibition mostly from about 14% at the one dose, without a potency; inactive means the rest, 99 in 100 with inhibition below about 12%; further: strong numbers were not always called active
VEEV TC-83 Vero 10K pilot screen: further read-out of VEEV TC-83 Vero, marked with its call; inhibition, %; measured here: 10K pilot screen inhibition
* = called active by the depositor; i = inactive; ? = inconclusive; · = not tested or not shown.

SMILES	H1N1 NS1A inhibition	M. tuberculosis HTS	Salmonella PhoP GFP	tuberculosis growth	VEEV TC-83 Vero	others
Cc1ccc(C)c(CN2C(=O)CSc3ccc(C(=O)N4CCCC4)cc32)c1	10%	7%	10%	10%	4.7%
COc1ccccc1NC(=O)C(=O)N/N=C/c1ccc([N+](=O)[O-])s1	-3%	·	·	·	0.3%	VEEV TC-83 Vero 10K pilot screen=1.5
COc1ccccc1CN1C(=O)CCC1(C)C(=O)NCc1cccnc1 (stereo unspecified)	-2%	-3%	2%	12%	i
CN1CCN(C(=O)c2c(O)c3cccc4c3n(c2=O)CC4)CC1	3%	-8%	9%	-3%	i
O=C(COc1ccc(-n2cnnn2)cc1)NCCc1ccc(F)cc1	3%	3%	1%	-13%	0.1%
Cc1cc(/C=C(\C#N)C(=O)NCc2ccco2)c(C)n1-c1cccnc1	-18%	-12%	4%	9%	7.6%
Cc1cccc2c1N(C(=O)c1ccco1)C(C)(C)c1ssc(=S)c1-2	21%	-4%	-12%	·	i
CC(Cc1ccccc1)N1Cc2ccccc2C1 (stereo unspecified)	-7%	5%	3%	-6%	i
Cn1c(-c2ccccc2)cnc1SCC(=O)N1CCCc2ccccc21	-2%	11%	-7%	30%	4.3%
O=C(CN(c1ccccc1)S(=O)(=O)c1ccccc1)N1CCOCC1	-9%	2%	-13%	4%	1.1%
COc1ccc(CN(C)CC2CCCN(CCc3ccc(F)cc3)C2)cc1OC (stereo unspecified)	-2%	-2%	0%	14%	0.2%
O=C(OCC1CCCN2CCCCC12)c1ccc2c(c1)OCO2 (stereo unspecified)	-12%	-18%	4%	-16%	i
O=C(CCn1nc(-c2ccccc2)ccc1=O)NCCCN1CCCCCC1	3%	-3%	-2%	14%	0.1%
Cc1cccc(C(=O)NC(C(=O)Nc2nc(-c3ccccn3)cs2)C(C)C)c1 (stereo unspecified)	16%	?	-20%	73%	2.6%
CC(=O)c1ccc(NC(=S)N2CCCCCC2)cc1	-6%	0%	9%	9%	2.6%
CCOC(=O)c1ccc(NC(=O)CCc2nnc3ccc(N4CCCC4)nn23)cc1	2%	?	6%	34%	7.5%
O=C(O)c1ccc(Nc2nc(-c3cccnc3)nc3ccccc23)cc1	·	3%	-21%	·	·
O=S(=O)(c1ccc(Br)s1)N1CCc2ccccc2C1	-6%	7%	-7%	15%	0.0%
COc1ccc(/C=N/NS(=O)(=O)c2ccc(C)cc2)cc1	-9%	2%	7%	5%	0.4%
O=[N+]([O-])c1ccc(COc2ncnc3ccccc23)cc1	-4%	7%	-10%	7%	0.3%
CCCCOCCCNC(=O)c1cccs1	-1%	1%	11%	63%	i
COc1ccc(Cl)cc1NC(=O)CN(C)CC(=O)Nc1ccc(Br)cc1	5%	5%	-6%	32%	1.9%
COP(=O)(NC(=O)C(Cl)(Cl)Cl)OC	-22%	-3%	7%	-20%	0.5%
CC1=CCC2([N+](=O)[O-])CN(CC(=O)O)CC1([N+](=O)[O-])C2 (stereo unspecified)	-3%	-4%	0%	0%	1.4%
COc1cc(CCCN2C(=O)C(=O)NC[C@@H]2C(C)O)cc(OC)c1OC (stereo partly specified)	-1%	-8%	-4%	-13%	0.2%	VEEV TC-83 Vero 10K pilot screen=0.5

An excerpt from above in order of length of the SMILES, ascending:
SMILES	H1N1 NS1A inhibition	M. tuberculosis HTS	Salmonella PhoP GFP	tuberculosis growth	VEEV TC-83 Vero	others
O=C(CN(c1ccccc1)S(=O)(=O)c1ccccc1)N1CCOCC1	-9%	2%	-13%	4%	1.1%
COc1ccc(CN(C)CC2CCCN(CCc3ccc(F)cc3)C2)cc1OC (stereo unspecified)	-2%	-2%	0%	14%	0.2%
Cc1ccc(C)c(CN2C(=O)CSc3ccc(C(=O)N4CCCC4)cc32)c1	10%	7%	10%	10%	4.7%

More results follow:
SMILES	H1N1 NS1A inhibition	M. tuberculosis HTS	Salmonella PhoP GFP	tuberculosis growth	VEEV TC-83 Vero	others
CCCNc1nc(OCC(F)(F)F)nc(OCC(F)(F)F)n1	1%	-1%	-4%	1%	i
Cc1ccc(-c2csc(NC(=S)NC(=O)c3cccs3)n2)cc1	6%	1%	-2%	2%	1.1%
CC(C)Cn1c(SC(C)C(=O)Nc2ccc(N3CCOCC3)cc2)nc2ccccc21 (stereo unspecified)	15%	-4%	-2%	6%	1.4%
O=C(CN(Cc1ccc(F)cc1)C(=O)c1csnn1)NC1CCCC1	0%	-5%	-10%	-10%	1.4%
CCOC(=O)CN(C(=O)CNC(=O)c1cccs1)C(C(=O)NC1CCCCC1)c1cccnc1 (stereo unspecified)	9%	-7%	-13%	2%	i
O=C(Nc1ccc2c(c1)CCC2)Nc1ccccc1Cl	-11%	-19%	5%	2%	5.2%
O=C1CC(C(=O)O)C2(CCCC2)O1 (stereo unspecified)	0%	-1%	1%	-5%	3.9%
CC(=O)c1c(C)[nH]c(C(=O)Nc2nccs2)c1C	1%	1%	2%	13%	9.9%
O=C(/C=C/c1ccccc1)Nc1cccc(C(=O)NC2CC2)c1	-2%	·	·	·	0.8%
O=C(Cc1cccc(NC(=O)C2CCCN(C(=O)C3CC3)C2)c1)Nc1ccc(C(=O)N2CCCCC2)cc1 (stereo unspecified)	-7%	·	·	·	0.4%
CCN(CC)C(=O)N[C@H]1C[C@@H]2c3cccc4[nH]cc(c34)C[C@H]2N(C)C1	3%	-4%	-12%	-15%	i
Cc1csc(NC(=O)CN2CCCCCC2)n1	0%	-4%	-10%	5%	i
COc1ccc(NC(=O)CCNC(=O)c2ccco2)cc1S(=O)(=O)N(C)C	0%	2%	4%	-6%	1.6%
CNC(=S)N/N=C1\C2CN3CCN(C2)CC1(c1ccccc1)C3	-14%	2%	-1%	-20%	0.5%
CNC(=O)N/N=C(\N)c1ccccn1	-5%	-4%	12%	-6%	2.9%
Cc1cnc(C(=O)Nc2ccc(N3CCCCC3)cc2)cn1	-5%	5%	-3%	51%	0.3%
CC12CCC(C(=NO)C1=O)C2(C)C (stereo unspecified)	-11%	·	·	·	50%
CC1(C)CC(=O)C(C=Nc2ccc3c(c2)OCO3)=C(O)C1	-3%	-9%	-2%	43%	i
Cc1cc(C)n(-c2ccc(NN=C(C#N)C#N)cc2)n1	3%	69%	14%	?	5.8%
COC(=O)c1ccc(/C=C2/SC(=S)N(CCC(=O)NCCCN3CCOCC3)C2=O)cc1	-1%	0%	2%	-9%	6.6%
O=C(CN1CCN(c2ccccc2O)CC1)Nc1ccc2c(c1)OCCCO2	-15%	-7%	·	-8%	1.1%
COCC(=O)Nc1cc(=O)n(C)c(=O)n1C	3%	-7%	·	·	1.1%
CCN(CC(=O)Nc1c(F)cccc1F)C(=O)/C=C/c1ccc(C)o1	-6%	-1%	2%	-4%	1.9%
CCOc1nc(NC(=O)NS(=O)(=O)c2ccccc2F)nc(-c2ccccc2)n1	3%	·	·	·	0.6%	VEEV TC-83 Vero 10K pilot screen=0.5
CCN(CC)c1ccc2oc(=O)c(C)nc2c1	0%	-17%	-16%	22%	i
SMILES	H1N1 NS1A inhibition	M. tuberculosis HTS	Salmonella PhoP GFP	tuberculosis growth	VEEV TC-83 Vero	others
COc1ccc(CNC(=O)C2(CC(=O)NC(C)(C)C)CCCC2)cc1	-3%	-2%	-2%	-15%	i
COc1ccc(CC(=O)OCC(=O)NC2CCCC(C)C2C)cc1OC (stereo unspecified)	-8%	8%	·	2%	2.6%
O=C(NCCc1ccco1)C(=O)NCCC1CCCCN1S(=O)(=O)c1ccccc1 (stereo unspecified)	11%	2%	-6%	27%	4.0%
CCOC(=O)c1c(NC(=O)CSc2nnc(C)o2)sc(C)c1C	-2%	-4%	3%	13%	2.3%
CCOCC(=O)Nc1cccc(OC)c1	1%	?	0%	50%	0.3%
CCO[C@H]1OC(C(=O)N2CCN(C)CC2)=C[C@@H](c2csc3ccccc23)[C@@H]1CCCO	-1%	13%	0%	-1%	0.3%
Cc1ccc(S(=O)(=O)NN=C2CCN(Cc3ccccc3)CC2)cc1	-4%	-1%	-4%	-9%	i
Cc1ccc(S(=O)(=O)N2CCCN(c3nc4cc(C)ccc4cc3C#N)CC2)cc1	3%	8%	-4%	10%	0.1%
O=[N+]([O-])c1cccc(C2CC(c3ccccc3)=NN2c2ccccc2)c1 (stereo unspecified)	-2%	17%	-2%	?	i
c1ccc(-n2cnc3cc(NCc4cccs4)ccc32)cc1	3%	86µM*	-4%	·	2.4%
NC(=O)CNC1CC(=O)N(CCc2ccccc2)C1=O (stereo unspecified)	-2%	-10%	3%	17%	i
O=C(NC1CCCc2ccccc21)c1ccc(Br)cc1 (stereo unspecified)	-2%	-1%	4%	?	0.8%
CC(=O)c1ccc(OCCCC(=O)Nc2cccc(S(=O)(=O)N(C)C)c2)cc1	5%	-3%	-6%	-2%	i
COc1cccc(-c2cc(C(=O)Nc3c(C)n(C)n(-c4ccccc4)c3=O)no2)c1	2%	-2%	-4%	0%	6.5%
O=C(Nc1ccccc1)c1nc[nH]c1C(=O)NCCCCNC(=O)c1[nH]cnc1C(=O)Nc1ccccc1	-6%	1%	·	18%	8.8%
O=C(CCN1C(=O)c2ccccc2C1=O)OCn1nnc2ccccc2c1=O	7%	-4%	-6%	-10%	0.8%
Cc1ccoc1C(=O)Nc1cccc2ccccc12	24%	4%	-4%	-5%	0.1%
O=C(CCC(=O)N(CC(=O)NC1CCCC1)Cc1ccccc1)Nc1nccs1	6%	4%	2%	-1%	1.3%

Compounds from the list above with a halogen, in the order listed:
SMILES	H1N1 NS1A inhibition	M. tuberculosis HTS	Salmonella PhoP GFP	tuberculosis growth	VEEV TC-83 Vero	others
O=C(COc1ccc(-n2cnnn2)cc1)NCCc1ccc(F)cc1	3%	3%	1%	-13%	0.1%
COc1ccc(CN(C)CC2CCCN(CCc3ccc(F)cc3)C2)cc1OC (stereo unspecified)	-2%	-2%	0%	14%	0.2%
O=S(=O)(c1ccc(Br)s1)N1CCc2ccccc2C1	-6%	7%	-7%	15%	0.0%
COc1ccc(Cl)cc1NC(=O)CN(C)CC(=O)Nc1ccc(Br)cc1	5%	5%	-6%	32%	1.9%
COP(=O)(NC(=O)C(Cl)(Cl)Cl)OC	-22%	-3%	7%	-20%	0.5%
CCCNc1nc(OCC(F)(F)F)nc(OCC(F)(F)F)n1	1%	-1%	-4%	1%	i
O=C(CN(Cc1ccc(F)cc1)C(=O)c1csnn1)NC1CCCC1	0%	-5%	-10%	-10%	1.4%
O=C(Nc1ccc2c(c1)CCC2)Nc1ccccc1Cl	-11%	-19%	5%	2%	5.2%
CCN(CC(=O)Nc1c(F)cccc1F)C(=O)/C=C/c1ccc(C)o1	-6%	-1%	2%	-4%	1.9%
CCOc1nc(NC(=O)NS(=O)(=O)c2ccccc2F)nc(-c2ccccc2)n1	3%	·	·	·	0.6%	VEEV TC-83 Vero 10K pilot screen=0.5
O=C(NC1CCCc2ccccc21)c1ccc(Br)cc1 (stereo unspecified)	-2%	-1%	4%	?	0.8%
